Bioassay records as filed in PubChem BioAssay.
mcGAS MS inh – inhibitors of mouse cGAS; recombinant mouse cGAS, cGAMP by RapidFire MS; Q8C6L5; inhibition, % at 12.5 µM; 0.18% of 130,000 active;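 active = inhibition of cGAS enzyme activity at or above 60%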;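 also: enzyme stimulated by 45 bp dsDNA with ATP and GTP substrates; cGAMP share of summed cGAMP plus half ATP and half GTP signals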
Target sequence (Q8C6L5 whole entry, looked up): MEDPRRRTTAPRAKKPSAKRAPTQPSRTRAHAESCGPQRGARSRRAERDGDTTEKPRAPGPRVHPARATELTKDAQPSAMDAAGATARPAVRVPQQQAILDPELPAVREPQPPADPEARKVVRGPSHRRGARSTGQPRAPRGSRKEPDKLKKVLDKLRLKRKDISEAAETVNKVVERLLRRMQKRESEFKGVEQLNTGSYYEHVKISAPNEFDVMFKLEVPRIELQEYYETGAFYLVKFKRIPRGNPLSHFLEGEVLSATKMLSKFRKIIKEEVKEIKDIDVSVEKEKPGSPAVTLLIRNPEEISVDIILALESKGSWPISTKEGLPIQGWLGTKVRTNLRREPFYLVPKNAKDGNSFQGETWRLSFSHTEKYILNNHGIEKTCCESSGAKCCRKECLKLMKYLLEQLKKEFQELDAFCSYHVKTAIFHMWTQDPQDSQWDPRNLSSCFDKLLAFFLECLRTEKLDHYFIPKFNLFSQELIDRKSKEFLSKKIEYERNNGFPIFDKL
Active calls of the source: *; & = joins results of further samples.

mcGAS MS inh	SMILES
7	Nc1ccc(NCC2CCCO2)c(C(=O)O)c1 (stereo unspecified)
-2	Cc1ccc(C)c(C(=O)OCC(=O)N2CC(C)CC(C)C2)c1 (stereo unspecified)
0	CC(c1ccccc1)n1cnc2c1C(=O)c1ccccc1C2=O (stereo unspecified)
-12	Cc1nc(CN2CCC(CNc3cncc(Cl)n3)CC2)oc1C
-9	CCn1cnnc1C(C)Nc1ncc2c(n1)CCN2c1ccccc1 (stereo unspecified)
3	Cc1cccc(C2CCCN2C(=O)NC(C)Cc2ccc(O)cc2)c1 (stereo unspecified)
5	C[C@H](C(=O)NCCOc1ccccc1)N1Cc2ccc(Nc3ncccn3)nc2C1=O
-2	CC1(C(=O)NCc2cccs2)CCN1Cc1ccccc1Cl (stereo unspecified)
1	CN(Cc1cccc2c1OCCO2)C1CCCN(c2cccnn2)C1 (stereo unspecified)
-7	Cc1cccc(C)c1-c1c(-c2ccccc2)ncn1CCC(=O)N1CCCC1
-11	CCCNC(=O)NCC(=O)N(C)Cc1ccc(Br)cc1
-6	c1ccc2c(c1)CCN2c1ncnc2c1nc1n2CCCCC1
49	COc1ccc(C=C2CCCC3=C2NC(NC#N)=NC3c2ccc(OC)cc2)cc1 (stereo unspecified)
-18	O=C(Nc1nnc(C2CC2)s1)c1cccs1
5	CCOc1ccc(C=C2C(=O)NC(=S)NC2=O)cc1OC
-8	CC(C)OC(=O)CCCCCN1C(=O)CSC1=S
-9	COc1ccc2c(C)c(C(=O)NCc3cc(CC(C)C)on3)oc2c1
-13	Cc1cc(C2CCC2)nc(N(C)Cc2nccn2C)n1
-14&2	COc1ccc(CNC(=O)N2CCCC2C2CCCC2)cn1 (stereo unspecified)
-5	Cc1nccnc1N1CCC(Cn2cc(CN3CCNC(=O)C3)nn2)CC1
9	C=CCSc1nnc2c3sc4nc(N5CCOCC5)c5c(c4c3ncn12)CC(C)(C)OC5
-15	Cc1ccn(C)c(=O)c1NC(=O)C(C)Oc1cccc(Cl)c1 (stereo unspecified)
-15	CC(C)CC(NC(=O)C1(C(F)(F)F)CC1)c1nnc2n1CCNCC2 (stereo unspecified)
-38	CC(C)CCSc1nc(N2CCCC2)c2c(c1C#N)CC(C)(C)OC2
-6	N#Cc1ccc(C2=CC3C=CSC3=N2)cc1 (stereo unspecified)
-14	CC(C)C1CN(c2cc(N)ncn2)CCCN1CC1CC1 (stereo unspecified)
-2	Cc1cn2c3c(=O)n(Cc4ccccc4)c(=O)n(C)c3nc2n1CCOCCO
-1	O=C(NCC1CC=CCC1)c1cncc(C(=O)NCC2CC=CCC2)c1 (stereo unspecified)
-3	Cc1nc2nc(C(F)(F)F)nn2c(C)c1CCC(=O)NCCCN1CCC(C)CC1
-26	O=C(CCc1ccc2c(c1)OCO2)NCc1cccnc1-n1ccnc1

5 of the compounds above, tab-delimited.
SMILES	mcGAS MS inh
C=CCSc1nnc2c3sc4nc(N5CCOCC5)c5c(c4c3ncn12)CC(C)(C)OC5	9
CC(C)CC(NC(=O)C1(C(F)(F)F)CC1)c1nnc2n1CCNCC2 (stereo unspecified)	-15
CC(C)OC(=O)CCCCCN1C(=O)CSC1=S	-8
N#Cc1ccc(C2=CC3C=CSC3=N2)cc1 (stereo unspecified)	-6
O=C(NCC1CC=CCC1)c1cncc(C(=O)NCC2CC=CCC2)c1 (stereo unspecified)	-1

Next part:
mcGAS MS inh	SMILES
-6	CC(=O)N1CCN(c2ncccc2CNC(=O)CSc2ccccc2)CC1
-3	COC(=O)CCCC(=O)NC1CC(=O)N(CC(C)(C)C)C1 (stereo unspecified)
40	CSc1sc(C)cc1-c1nsc(=O)o1
0	Cc1nc2c(c(=O)n1C)CCN(Cc1ccc(Sc3nncn3C)o1)CC2
-10	CC(NC(=O)c1ccc[nH]1)c1cccc(N2CCCC2)c1 (stereo unspecified)
-11	N#Cc1nncn1CN1CCN(S(=O)(=O)c2cc(C(F)(F)F)cc(C(F)(F)F)c2)CC1
-5	Cc1ccc(C(=O)Nn2cnc3c(cnn3C(C)(C)C)c2=O)cc1[N+](=O)[O-]
-5	COc1ccc(Cn2c(C3C4CCCCC43)n[nH]c2=S)cc1 (stereo unspecified)
-21	CCOC(=Nc1sc2c(c1-c1nn[nH]n1)CC(C)(CC)OC2)OCC (stereo unspecified)
-8	Cc1cc(C(C)(C)C)cc(C)c1S(=O)(=O)NCc1nncn1C
-7	Cc1nn(CC(=O)NC(C)C)c(C)c1S(=O)(=O)N(C)C
-5	N#CCc1nnc2n1CCCCC2
-2	Cc1[nH]nc(-c2ccc(F)cc2)c1NC(=O)C(C)(C)C
-7	Cc1ccc(Cn2nc(C)c3cc(C(=O)N4CCCC(C(N)=O)C4)sc32)cc1 (stereo unspecified)
-2	CC(C)CC1COCCN1c1ncnc2cccc(F)c12 (stereo unspecified)
1	CC(NC(=O)CC1CCCc2ccccc21)C(=O)N1CCOCC1 (stereo unspecified)
-13	CC[C@H]1CN(Cc2c(C)nn(C)c2Cl)CC[C@@]1(C)O
-52	CCC(C)C(=O)OCc1cccc2cn[nH]c12 (stereo unspecified)
-6	Cc1cc(C(=O)NS(=O)(=O)Cc2ccon2)c(C)o1
-11	CC(=O)Cn1c(=O)c2c(nc3n(-c4cc(C)ccc4C)c(C)cn23)n(C)c1=O
-4	O=c1[nH]nc(CCc2nc3ccccc3[nH]2)n1-c1ccc2c(c1)OCO2
-11	O=C1CC(N(C(=O)C2CCCC(C(F)(F)F)C2)C2CC2)C(=O)N1 (stereo unspecified)
-3	CN(C)c1ccc(CNC(=O)Nc2ccc(C3=NNC(=O)CC3)cc2)cn1
-16	OC[C@H]1O[C@@H](n2cnc3c(N[C@H]4CCC[C@@H]4O)ncnc32)[C@@H](O)C1O (stereo partly specified)
-11	COc1ccc(Cn2c(C(C)C)nc3oc4cc(OC)ccc4c(=O)c3c2=O)cc1
-10	CC1C(=O)N(C)CCN1Cc1cccc(OCc2ccccn2)c1 (stereo unspecified)
-12	c1cc(-c2ccc(CN3CCNCC3)cc2)n2nccc2c1
3	O=C(O)CCc1ccc(-c2ccc(F)cc2)n1NC(=O)c1ccc(O)cc1
8	CC1=C([N+](=O)[O-])C(c2ccccc2Cl)NC(=O)N1C (stereo unspecified)
-9	CCOc1nc(Cl)c(C#N)c(-c2ccccc2)c1C#N

Laid out differently: entries from further up.
compound: OC[C@H]1O[C@@H](n2cnc3c(N[C@H]4CCC[C@@H]4O)ncnc32)[C@@H](O)C1O (stereo partly specified)
  mcGAS MS inh: -16
compound: CC[C@H]1CN(Cc2c(C)nn(C)c2Cl)CC[C@@]1(C)O
  mcGAS MS inh: -13
compound: CCOc1nc(Cl)c(C#N)c(-c2ccccc2)c1C#N
  mcGAS MS inh: -9
compound: Cc1cc(C(=O)NS(=O)(=O)Cc2ccon2)c(C)o1
  mcGAS MS inh: -6

Going on with the list:
mcGAS MS inh	SMILES
-10	CC(CN(C)Cc1ccccc1)OC(=O)c1ccccc1Cl (stereo unspecified)
9	COc1cccc(COCC(O)CSc2nc(C)cc(C)c2C#N)c1 (stereo unspecified)
-6	COc1ccccc1/C=C/C=C1\N=C(c2ccccc2F)OC1=O
-5	CCN(C(=O)/C=C(/C)C12CC3CC(CC(C3)C1)C2)C1CCS(=O)(=O)C1 (stereo unspecified)
-3&-2	CN(C(=O)c1ccn(-c2ccccc2F)n1)c1cn[nH]c(=O)c1
-19	O=S(=O)(Nc1ccc(S(=O)(=O)C2CCCC2)cc1)c1ccccc1C(F)(F)F
-10	CCOC(=O)Cc1c(Sc2ccccc2)c2ccccc2n1C
-12	CC(=O)Nc1cc(F)c(F)cc1NC(=O)/C=C/c1ccsc1
-27	N=C(N)c1ccc(Cl)cc1
-5	N#Cc1cccc(S(=O)(=O)CCN2CCOC2=O)c1
-2	CCN(C1CCS(=O)(=O)C1)S(=O)(=O)c1cc(C)ccc1C (stereo unspecified)
-2	O=S(=O)(c1ccc2ccccc2c1)N1CCN(Cc2ccccn2)CC1
-6	CCCC(C)(C)C(=O)N1CCC1(C)C(=O)NS(=O)(=O)c1ccccc1Cl (stereo unspecified)
-9	COC(=O)c1ccn(CC(=O)Nc2cc(C)nn2C2CCCCC2)n1
-3	CN1CCC(N(C)C(=O)C2CCCCC2)CC1
-17	Cc1cc(=O)n(CC(=O)Nc2ccnn2C(C)C(C)C)c2ccccc12 (stereo unspecified)
-5	COC(=O)c1cccc(C)c1NS(=O)(=O)c1ncn(C)c1Cl
-11	O=C(Cc1csc(-c2ccsc2)n1)NC1CCCCCC1
-12	Cc1ccc(C(=O)N2CCN(S(=O)(=O)c3c(C)noc3C)CC2)cc1C
-1	CCOc1ccc(OCCOCCOc2ccccc2)cc1
-1	Cc1nc(C2CCCN(C(=O)c3ccc(S(=O)C(C)C)cc3)C2)n[nH]1 (stereo unspecified)
-7	c1ccc(CCCC2CN(Cc3nccs3)CCO2)cc1 (stereo unspecified)
-2	Cc1csc(=Nc2cc(S(=O)(=O)N3CCOCC3)ccc2Cl)n1C1CC1
-20	CC(=O)Nc1ccc(-c2ccccc2CO)c2cccnc12
-9	O=C(NCCc1ccccc1)c1cc(Br)c[nH]1
1	Cn1c(C2COc3ccccc3O2)n[nH]c1=S (stereo unspecified)
12	Oc1c(C(c2ccc(F)cc2)N2CCOCC2)ccc2cccnc12 (stereo unspecified)
-3	CCOc1ccc(-c2cnc[nH]2)cc1OCC
-2	CN(C)C1CCCN(Cc2nnc(C3CC3)o2)CC1 (stereo unspecified)
-14	Cc1cc(C)nc(CN2CCN(CC(C)C)C(=O)C2C)n1 (stereo unspecified)

An excerpt of these results, as labelled records.
CC(=O)Nc1ccc(-c2ccccc2CO)c2cccnc12
  mcGAS MS inh: -20

CCOc1ccc(-c2cnc[nH]2)cc1OCC
  mcGAS MS inh: -3

Cn1c(C2COc3ccccc3O2)n[nH]c1=S (stereo unspecified)
  mcGAS MS inh: 1

Cc1csc(=Nc2cc(S(=O)(=O)N3CCOCC3)ccc2Cl)n1C1CC1
  mcGAS MS inh: -2

More results follow.
mcGAS MS inh	SMILES
22	O=C1c2ccccc2C(=O)c2c1oc1c3c(ccc21)OCN(CC1CCCO1)C3 (stereo unspecified)
22	CC(C(=O)N(C)Cc1ccccc1)S(=O)(=O)Cc1ccn(C)c(=O)c1 (stereo unspecified)
1	CCOC(=O)C1=CN(c2ccc(C)c(C)c2)C=C(C(=O)OCC)C1c1ccccc1F
15	COCCN(CCOC)C(=O)CN1C(=O)NC2(CCCc3sccc32)C1=O (stereo unspecified)
-8	Cc1ncc(CN(C)C(C#N)c2c(F)cccc2Cl)s1 (stereo unspecified)
-10	CC(c1cncs1)N(C)C(=O)c1cc(Cn2cnc3ccccc32)[nH]n1 (stereo unspecified)
-13&1	Brc1ccccc1C1N=C2c3c(sc4c3CCCC4)N=CN2N1 (stereo unspecified)
-3	CCCc1nnc(NC(=O)Cc2ccc(N3CCCC3=O)cc2)s1
-12	CN(Cc1ccc(C#CCO)s1)C1Cc2ccccc2C1
-8	Cc1c(C)n2c3c(=O)[nH]c(=O)n(C)c3nc2n1CCCN1CCc2ccccc2C1
-38	CN(CCc1ccccc1)C1CCCN(C(=O)c2c[nH]c(=O)[nH]2)C1 (stereo unspecified)
1	CC(C(=O)NN)C1=NC(C)(C)Cc2ccccc21 (stereo unspecified)
-11	CCN1C(=O)c2cc(NS(=O)(=O)Cc3ccccc3)ccc2Oc2ccccc21
-27	O=S(=O)(Nc1ccc(F)cc1F)c1cc(Cl)cc(Cl)c1
-5	CCOc1cc(CNc2nnn(C)n2)cc(Br)c1OCc1ccccc1Cl
-4	CN(CC1CCOCC1)C(=O)C1CCC(=O)N(CCc2ccccn2)C1 (stereo unspecified)
-1	CC1CCCCN1CCCNC(=O)CN1C(=O)C2CCCCN2C(=O)c2ccccc21 (stereo unspecified)
0	Cc1ccc(-n2ncc3c(=O)n(NC(=O)c4cc(Cl)ccc4[N+](=O)[O-])cnc32)cc1C
-2	Fc1ccccc1CSc1nncn2c1cc1occc12
4	Cn1c(CCNC(=O)OC(C)(C)C)nc2ccc(F)cc21
-7	COC(=O)c1cc(C)nc(N2CC3ON=C(c4c(F)cccc4Cl)C3C2)n1 (stereo unspecified)
-2	CN(N=O)C(=O)N[C@@H]1[C@@H](O)[C@H](O)[C@@H](CO)O[C@@H]1O
-16	CC(C)CCn1c(SCCN2CCOCC2)nc2c1c(=O)[nH]c(=O)n2C
3	Cc1cc(C(=O)NCC2CCS(=O)(=O)C2)c(C)n1CC(F)(F)F (stereo unspecified)
-6	Cc1ccc(NC(=O)NCC2CCCN2S(=O)(=O)c2ccc(C)cc2)cc1 (stereo unspecified)
-1	CSCC(=O)N1CCOC(CCc2ccccc2)C1 (stereo unspecified)
-1	Cc1cc(N(C)C)nc(NCCNC(=O)/C=C/c2ccccc2)n1
0	CCN(C)c1nc(-c2cccc(C)c2)ncc1C(=O)O
-34	COC(=O)CC1=CC(C)(CC(=O)OC)C(C#N)(C#N)C(=N)C1C#N (stereo unspecified)
-8	Cc1cc(C(=O)CSc2nnc(-c3cccs3)o2)c(C)n1-c1ncn[nH]1
9	CCC1(C)Cc2c(sc3nn[nH]c(=O)c23)CO1 (stereo unspecified)
-13	COc1ccnc(CN2CCC=C(C(C)NC(C)=O)C2)c1OC (stereo unspecified)
-4	Cc1ccc(Cl)c2sc(N(CCN3CCOCC3)C(=O)c3ccc([N+](=O)[O-])cc3)nc12
-7	Cc1occc1C(=O)NNC(=O)c1ccc(C(C)C)cc1
5	CCOc1cc(C)c(C(C)C)cc1S(=O)(=O)N1CCC(C(N)=O)CC1
-4	CCS(=O)(=O)N1CCC(NS(=O)(=O)c2ccc(F)cc2Cl)CC1
-3	N#Cc1c(CN2CCC(C(N)=O)CC2)cn2ccccc12
-14	CCOC(=O)c1c(N=CC2=C(O)CC(C)(C)CC2=O)sc(C(C)=O)c1C
-20	O=C1CCCCCN1CC(=O)N1CCc2onc(-c3ccccc3)c2C1
-17&-7	CC(C)c1nccn1C(C)C(=O)NCc1cc2ccc(F)cc2[nH]c1=O (stereo unspecified)
2	Cc1cc(C(=O)Nc2ccc(C(N)=O)cc2)c(C)s1

The list is partial; count on the stated rates, not on these rows.
